# BioA inh – M. tuberculosis BioA enzyme inhibitors, primary screen, biochemical, plate reader, single point, HTS; inhibition, % at 9.99 µM; purified M. tuberculosis BioA enzyme; 7,8-diaminopelargonic acid synthase BioA (Mycobacterium tuberculosis); hit rate 0.096% among 360,000; in the data active = inhibition above about 40%
# * = called active by the depositor. Not all compounds are listed; count on the stated rates, not on these rows.
SMILES,BioA inh
C[C@@H]1CN([C@H](C)CO)C(=O)c2cc(-c3cncnc3)cnc2O[C@@H]1CN(C)C(=O)Nc1ccc2c(c1)OCO2,-1.8
C[C@H](CO)N1C[C@H](C)[C@H](CN(C)S(=O)(=O)c2ccc(Cl)cc2)OCCCC[C@H](C)Oc2ccc(N(C)C)cc2C1=O,-0.7
C[C@H](CO)N1C[C@H](C)[C@@H](CN(C)Cc2ccccc2)Oc2ccc(N(C)C)cc2C1=O,-1.8
C[C@@H]1CN([C@H](C)CO)C(=O)c2cc(NC(=O)Nc3ccc(F)cc3)ccc2O[C@H]1CN(C)C(=O)Nc1ccc(F)cc1,2.8
C[C@H](CO)N1C[C@H](C)[C@H](CN(C)S(=O)(=O)c2ccc(Cl)cc2)Oc2c(NC(=O)NC3CCCCC3)cccc2C1=O,-3.0
COC(=O)[C@H]1[C@H](CO)[C@H]2Cn3c(ccc(-c4ccccc4F)c3=O)[C@H]2N1Cc1cccnc1,5.2
CC(C)C#Cc1ccc2c(c1)O[C@@H](CN(C)C(=O)C1CC1)[C@H](C)CN([C@H](C)CO)S2(=O)=O,-1.0
C[C@H](CO)N1C[C@H](C)[C@H](CN(C)S(=O)(=O)c2cccc(F)c2)Oc2ncc(C#CC3CCCCC3)cc2C1=O,0.6
C[C@H](CO)N1C[C@H](C)[C@@H](CN(C)C(=O)CC2CC2)Oc2cc(-c3cccnc3)ccc2S1(=O)=O,4.4
C[C@@H]1CN([C@@H](C)CO)C(=O)c2cc(C#Cc3ccccn3)cnc2O[C@@H]1CN(C)CC1CCOCC1,-1.6
CO[C@@H]1CN(C)C(=O)c2ccc(NC(=O)NC(C)C)cc2OC[C@H](C)N(Cc2ccccn2)C[C@H]1C,-0.4
CC(C)NC(=O)Nc1ccc2c(c1)CC(=O)N([C@@H](C)CO)C[C@H](C)[C@@H](CN(C)Cc1ccc(Oc3ccccc3)cc1)O2,-1.0
C/C=C/c1ccc2c(c1)O[C@@H](CN(C)C(=O)c1ccccc1F)[C@H](C)CN([C@H](C)CO)S2(=O)=O,4.7
C[C@@H]1CCCCO[C@H](CN(C)CC2CCCCC2)[C@@H](C)CN([C@H](C)CO)C(=O)c2cc(NC(=O)Nc3ccc(C(F)(F)F)cc3)ccc2O1,0.9
CCCc1cn(CC[C@H]2CC[C@H](NC(=O)CCN3CCCCC3)[C@@H](CO)O2)nn1,0.0
C[C@@H]1CN([C@@H](C)CO)C(=O)c2cc(NC(=O)CCC(F)(F)F)ccc2O[C@@H]1CN(C)C(=O)Nc1ccc(C(F)(F)F)cc1,-0.7
C[C@H](CO)N1C[C@H](C)[C@@H](CN(C)Cc2ccc(-c3ccccc3)cc2)Oc2c(NC(=O)C3CCOCC3)cccc2C1=O,-0.7
CC(C)NC(=O)Nc1ccc2c(c1)C(=O)N([C@@H](C)CO)C[C@@H](C)[C@H](CN(C)Cc1ccc3c(c1)OCO3)OCCCC[C@@H](C)O2,3.4
O=C(Nc1ccc2c(c1)[C@@H]1C[C@H](CC(=O)N3CCOCC3)O[C@H](CO)[C@@H]1O2)c1cccnc1,13.8
COc1ccc(CN(C)C[C@H]2Oc3ccc(NS(=O)(=O)c4ccc(Cl)cc4)cc3C(=O)N([C@@H](C)CO)C[C@H]2C)cc1,-3.1
CCC(=O)Nc1ccc2c(c1)OC[C@@H](C)N(Cc1cccnc1)C[C@@H](C)[C@H](OC)CN(C)C2=O,-5.8
C[C@H]1CN([C@@H](C)CO)C(=O)c2cc(Br)cnc2O[C@H]1CN(C)Cc1ccccc1,2.6
COc1ccc(-c2ccc([C@H]3[C@H]4CN(C(=O)Cc5ccccc5)CCCCN4[C@H]3CO)cc2)cc1,-2.9
C[C@H]1CN([C@@H](C)CO)C(=O)c2cccc(NC(=O)C3CCCCC3)c2O[C@@H]1CN(C)S(=O)(=O)c1ccccc1,-2.2
CN(C)Cc1cn(CC[C@@H]2CC[C@@H](NS(=O)(=O)c3ccccc3)[C@H](CO)O2)nn1,4.1
C[C@@H]1CN([C@@H](C)CO)S(=O)(=O)c2ccc(C3=CCCCC3)cc2O[C@@H]1CN(C)C(=O)Cc1ccncc1,0.5
CC=Cc1ccc2n(c1=O)C[C@H]1[C@H](CO)[C@@H](C(=O)N(C)C)N(Cc3cccc(F)c3)[C@@H]21 (mixture of isomers),6.4
C[C@H](CO)N1C[C@H](C)[C@H](CN(C)C(=O)NC2CCCCC2)Oc2ccc(NC(=O)Nc3ccc(F)cc3)cc2C1=O,0.1
CCOC(=O)N(C)C[C@@H]1OCc2ccccc2-c2ccccc2C(=O)N([C@@H](C)CO)C[C@@H]1C,-1.3
O=C(c1ccccc1F)N1C[C@@H]2[C@H](c3ccccc31)[C@@H](CO)N2C(=O)c1ccncc1,0.8
C[C@H]1CN([C@@H](C)CO)C(=O)c2cccc(NC(=O)c3nc4ccccc4s3)c2O[C@H]1CN(C)S(=O)(=O)c1cccs1,-3.1
CC(C)C#Cc1ccc2c(c1)O[C@@H](CN(C)C(=O)c1cccc(F)c1)[C@H](C)CN([C@@H](C)CO)S2(=O)=O,17.8
CC(C)(C)[S@@](=O)N1Cc2cc(C(=O)NCCN3CCCC3)nc(-c3cccc(-c4ccc(C#N)cc4)c3)c2[C@H]1CCO,0.0
C[C@H](CO)N1C[C@H](C)[C@H](CN(C)CC2CC2)Oc2cc(C#Cc3ccccc3)ccc2S1(=O)=O,-1.7
COc1ccc(NC(=O)N[C@H]2CC[C@H](CCNC(=O)c3cc(Cl)cc(Cl)c3)O[C@H]2CO)cc1,-0.4
CCCNC(=O)N1C[C@@H]2[C@H](c3ccccc31)[C@@H](CO)N2CC1CCCC1,-4.2
C[C@H](CO)N1C[C@H](C)[C@@H](CN(C)Cc2ccncc2)Oc2cc(-c3ccccc3F)ccc2S1(=O)=O,2.8
C[C@H]1CCCCO[C@@H](CN(C)Cc2ccccc2)[C@@H](C)CN([C@@H](C)CO)C(=O)c2cc(NC(=O)CCCN(C)C)ccc2O1,-0.6
NCC[C@@H]1CC[C@H](NC(=O)C2CCCC2)[C@H](CO)O1,-3.3
C[C@H]1CN([C@@H](C)CO)C(=O)c2cc(NC(=O)Nc3ccc4c(c3)OCO4)ccc2O[C@H]1CN(C)Cc1ccc2c(c1)OCO2,-0.4

# Random excerpt: two entries already listed, in no set order.
SMILES,BioA inh
C[C@@H]1CN([C@H](C)CO)C(=O)c2cc(NC(=O)Nc3ccc(F)cc3)ccc2O[C@H]1CN(C)C(=O)Nc1ccc(F)cc1,2.8
C[C@H]1CCCCO[C@@H](CN(C)Cc2ccccc2)[C@@H](C)CN([C@@H](C)CO)C(=O)c2cc(NC(=O)CCCN(C)C)ccc2O1,-0.6

# Remaining list, next part:
SMILES,BioA inh
CCCN1C[C@@H](C)[C@@H](OC)CN(C)C(=O)c2ccc(NS(C)(=O)=O)cc2OC[C@H]1C,-1.2
C[C@H](NC(=O)C[C@H]1C[C@@H]2c3cc(NC(=O)CN(C)C)ccc3O[C@@H]2[C@H](CO)O1)c1ccccc1,-1.3
CCNC(=O)[C@@H]1[C@@H](CO)[C@@H]2Cn3c(ccc(-c4ccccc4)c3=O)[C@@H]2N1Cc1ccccc1,7.3
COCC(=O)N(C)C[C@@H]1Oc2cc(C3=CCCC3)ccc2S(=O)(=O)N([C@@H](C)CO)C[C@H]1C,0.1
COc1ccc(CN(C)C[C@H]2Oc3ccc(NC(=O)Nc4ccc(OC)cc4)cc3CC(=O)N([C@@H](C)CO)C[C@H]2C)cc1,-1.4
C[C@@H]1CN([C@@H](C)CO)C(=O)Cc2cc(N(C)C)ccc2O[C@H]1CN(C)Cc1ccc(C(=O)Nc2ccccc2N)cc1,0.5
CNC[C@H]1OCc2cnnn2CCCC(=O)N([C@H](C)CO)C[C@H]1C,-1.1
COc1cccc(NC(=O)C[C@H]2CC[C@H]3[C@H](COc4ccc(NC(=O)C5CCCCC5)cc4C(=O)N3C)O2)c1,0.0
C[C@H]1CN([C@@H](C)CO)C(=O)c2cc(NC(=O)c3ccncc3)ccc2O[C@@H]1CN(C)Cc1ccc(-c2ccccc2)cc1,-1.5
Cc1noc(C)c1NC(=O)N(C)C[C@H]1OCCCC[C@@H](C)Oc2ccc(NC(=O)Nc3ccc4c(c3)OCO4)cc2C(=O)N([C@H](C)CO)C[C@@H]1C,-1.5
O=C(N[C@@H]1CC[C@@H](CCNC(=O)C2CCCCC2)O[C@H]1CO)c1ccncc1,-4.4
COc1ccc(S(=O)(=O)Nc2ccc3c(c2)CC(=O)N([C@H](C)CO)C[C@H](C)[C@@H](CN(C)C(=O)Nc2ccc4c(c2)OCO4)O3)cc1,-0.1
CO[C@@H]1CN(C)C(=O)c2cc(NC(=O)C3CC3)ccc2OC[C@@H](C)N(CC2CC2)C[C@@H]1C,-0.5
C[C@@H]1CN([C@H](C)CO)C(=O)Cc2cc(NC(=O)Nc3cccc4ccccc34)ccc2O[C@H]1CN(C)Cc1ccccc1,-1.7
O=C(C[C@H]1C[C@H]2c3cc(NC(=O)c4ccc5c(c4)OCO5)ccc3O[C@H]2[C@@H](CO)O1)NCc1cccc(F)c1,-2.2
COc1ccc(NC(=O)N2C[C@H]3[C@@H](c4ccccc42)[C@H](CO)N3Cc2ccccn2)cc1,2.8
COc1ccc(CN(C)C[C@H]2Oc3ccc(NC(=O)Nc4ccc(F)cc4)cc3CC(=O)N([C@@H](C)CO)C[C@@H]2C)cc1,-4.6
C[C@H](CO)N1C[C@H](C)[C@@H](CN(C)Cc2ccncc2)OCCCC[C@H](C)Oc2ccc(NC(=O)NC3CCCCC3)cc2C1=O,0.9
COc1ccc(S(=O)(=O)Nc2ccc3c(c2)C(=O)N([C@@H](C)CO)C[C@H](C)[C@@H](CN(C)S(=O)(=O)c2ccc(OC)cc2)OCCCC[C@@H](C)O3)cc1,-4.0
Cn1cnc(CCNC(=O)C[C@H]2CC[C@H]3[C@@H](COC[C@@H](O)CN3C(=O)C3CC3)O2)c1,-0.5
O=C(c1cccc(F)c1)N1C[C@@H]2[C@H](c3ccccc31)[C@H](CO)N2C(=O)c1ccc(F)cc1,1.3
CCNC(=O)C[C@@H]1CC[C@@H]2[C@H](COC[C@H](O)CN2C(=O)c2cccnc2)O1,1.2
CN1C(=O)c2cc(NC(=O)Cc3cccs3)ccc2OC[C@H]2O[C@H](CC(=O)NCCc3ccncc3)CC[C@@H]21,0.7
C[C@H](CO)N1C[C@H](C)[C@@H](CN(C)C)Oc2ccc(NC(=O)c3ccncc3)cc2C1=O,3.4
CC(C)NC(=O)N1CCCCN2[C@H](CO)[C@@H](c3ccc(Br)cc3)[C@@H]2C1,-1.3
CC(C)NC(=O)Nc1ccc2c(c1)C(=O)N([C@H](C)CO)C[C@H](C)[C@H](CN(C)C(=O)Nc1ccc(C(F)(F)F)cc1)O2,-0.6
CN(C)C(=O)[C@H]1[C@H](CO)[C@H]2Cn3c(cccc3=O)[C@@H]1N2CC1CC1,0.0
CO[C@@H]1CN(C)C(=O)c2ccc(NS(=O)(=O)c3ccc(Cl)cc3)cc2OC[C@@H](C)N(C(=O)NC(C)C)C[C@H]1C,0.9

# Filtered by structure, those above containing an aryl methoxy group
SMILES,BioA inh
COc1ccc(CN(C)C[C@H]2Oc3ccc(NS(=O)(=O)c4ccc(Cl)cc4)cc3C(=O)N([C@@H](C)CO)C[C@H]2C)cc1,-3.1
COc1ccc(-c2ccc([C@H]3[C@H]4CN(C(=O)Cc5ccccc5)CCCCN4[C@H]3CO)cc2)cc1,-2.9
COc1ccc(NC(=O)N[C@H]2CC[C@H](CCNC(=O)c3cc(Cl)cc(Cl)c3)O[C@H]2CO)cc1,-0.4
COc1ccc(CN(C)C[C@H]2Oc3ccc(NC(=O)Nc4ccc(OC)cc4)cc3CC(=O)N([C@@H](C)CO)C[C@H]2C)cc1,-1.4
COc1cccc(NC(=O)C[C@H]2CC[C@H]3[C@H](COc4ccc(NC(=O)C5CCCCC5)cc4C(=O)N3C)O2)c1,0.0
COc1ccc(S(=O)(=O)Nc2ccc3c(c2)CC(=O)N([C@H](C)CO)C[C@H](C)[C@@H](CN(C)C(=O)Nc2ccc4c(c2)OCO4)O3)cc1,-0.1
COc1ccc(NC(=O)N2C[C@H]3[C@@H](c4ccccc42)[C@H](CO)N3Cc2ccccn2)cc1,2.8
COc1ccc(CN(C)C[C@H]2Oc3ccc(NC(=O)Nc4ccc(F)cc4)cc3CC(=O)N([C@@H](C)CO)C[C@@H]2C)cc1,-4.6
COc1ccc(S(=O)(=O)Nc2ccc3c(c2)C(=O)N([C@@H](C)CO)C[C@H](C)[C@@H](CN(C)S(=O)(=O)c2ccc(OC)cc2)OCCCC[C@@H](C)O3)cc1,-4.0

# Compound activity deposited in PubChem BioAssay by Broad Institute.
